TDP43 rescue – rescues yeast growth from TDP-43 toxicity | AID 652104 | TDP-43 expressing yeast growth rescue, BacTiter-Glo, 24 h | actives 1.8% (n = 410,000) | Potency, µM (titrated, usually from 46.1 µM), for the others: top-dose growth rescue (activation), actives largely listed as activators; note: potency is the fitted concentration of half-maximal effect; % of control where 0% means no effect; nearly all actives have a fitted effect of over 50% in size
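Yeast expressing TDP-43 (pregrown in raffinose, seeded at OD600=0.02 in galactose medium) exposed to compounds 24 hr at 30 deg C. Growth read by BacTiter-Glo luminescence; rescue of toxicity appears as increased signal.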
aSyn yeast inh – rescues yeast growth from alpha-synuclein toxicity. Yeast expressing alpha-synuclein, growth rescue, BacTiter-Glo, 24 h. Potency, µM (top dose mostly 46.1 µM), inactives show at the highest dose growth rescue (activation), hits mostly activators. actives 0.14% (n = 370,000); note: potency is the fitted concentration of half-maximal effect; % of control where 0% means no effect; nearly all actives have a fitted effect of over 65% in size
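Galactose-induced alpha-syn yeast (OD600=0.02, raffinose-pregrown) + pinned cpd, 24 hr, 30 deg C; growth by BacTiter-Glo luminescence. Growth restoration scores as activation.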
KB-V1 MDR tox – KB-V1 MDR subline cytotoxicity. KB-V1 MDR cells viability, CellTiter-Glo, 72 h. Potency, µM (doses to about 46.1 µM), for inactives: top-dose activity change, negative = cytotoxicity, hits mostly cytotoxic. actives 3.4% (n = 400,000). AID 1347076; note: potency is the fitted concentration of half-maximal effect; % is set by controls: 0 for no effect and ±100 for the full control effect; nearly all actives have a fitted effect of over 60% in size
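Following 72 h at 37 degrees C with compound, KB-V1 cell viability was read by CellTiter-Glo luminescence, medium being phenol-red-free DMEM plus 10% FBS; concentration-response parameters came from normalized, curve-fitted qHTS data.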
DRD3 antagonist – antagonists of human D3 dopamine receptor; max response, negative = inhibition, %; actives 2.5% (n = 360,000); D3R cells, DiscoveRx beta-arrestin luminescence, antagonist mode; active compounds read low; P35462; AID 652054; in the data active = max response below about -50%; inconclusive = no clear call, values can overlap the other calls; note: % is set by controls: 0 for no effect and ±100 for the full control effect; mostly tested at two doses, the higher about 12 µM
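Cells plated overnight at 1500 cells/well, then exposed to library compounds with dopamine controls for 90 minutes at 37 degrees C. DiscoveRx reagent added for 30–60 minutes at room temperature; luminescence read, quantitative HTS format.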
D3 ag – D3 dopamine receptor (human) agonism; D3R DiscoveRx beta-arrestin cells, luminescence, 90 min; max activation, %; actives 0.58% (n = 410,000); AID 652048; in the data active = max activation above about 30%; note: 0% is about no effect; mostly tested at two doses, the higher about 12 µM
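Agonist-mode cell screen: cells plated at 1500/well and incubated overnight at 37 °C, then exposed to library compounds for 90 min at 37 °C. Detection reagent was added for 30–60 min at room temperature, and luminescence was read.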
GLP-1R inv ag – GLP-1 receptor (human) inverse agonism; P43220; HEK293 GLP-1R CRE-luciferase, luminescence, 24 h; GLP-1R form is constitutively active; Potency, µM (top dose mostly 38.3 µM), for the others: at the highest dose activity change, negative = inhibition, usual class: inhibitors; actives 1.6% (n = 410,000); AID 624417; note: potency is the fitted concentration of half-maximal effect; % is set by controls: 0 for no effect and ±100 for the full control effect; nearly all actives have a fitted effect of over 55% in size
Target sequence (P43220 whole entry, looked up): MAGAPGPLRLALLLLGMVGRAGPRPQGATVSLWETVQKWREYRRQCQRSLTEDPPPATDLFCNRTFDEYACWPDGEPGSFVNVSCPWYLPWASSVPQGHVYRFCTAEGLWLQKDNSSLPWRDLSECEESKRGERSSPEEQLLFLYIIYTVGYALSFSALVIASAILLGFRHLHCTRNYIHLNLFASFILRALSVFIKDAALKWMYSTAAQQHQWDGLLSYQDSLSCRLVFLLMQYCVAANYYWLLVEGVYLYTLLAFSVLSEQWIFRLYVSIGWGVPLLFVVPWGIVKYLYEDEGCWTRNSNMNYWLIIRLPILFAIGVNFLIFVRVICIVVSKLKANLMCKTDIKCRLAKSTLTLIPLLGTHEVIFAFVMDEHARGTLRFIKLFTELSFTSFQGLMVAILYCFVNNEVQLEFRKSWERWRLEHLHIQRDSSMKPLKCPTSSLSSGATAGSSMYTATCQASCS
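Stable HEK293 clone (constitutively active GLP-1R + cAMP-response luciferase); 200 cells/uL plated, 12 h pre-culture, compound 24 hr, 37 deg C/5% CO2; detection reagent 12 min RT; luminescence.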
PTHR1 agonist – agonists of human PTHR1 parathyroid hormone receptor; Q03431; HEK293 GP2 PTHR1 cells, GloSensor cAMP luminescence, 1 h; Potency, µM (top dose mostly 115 µM), for the others: top-dose activation, actives largely listed as activators; actives 0.075% (n = 410,000); AID 743266; note: potency is the fitted concentration of half-maximal effect; nearly all actives have a fitted effect of over 55% in size; some results filed as inactive show a strong effect at the top dose; inactives centre near -15; many of its hits are not listed in these tables
Target sequence (Q03431 whole entry, looked up): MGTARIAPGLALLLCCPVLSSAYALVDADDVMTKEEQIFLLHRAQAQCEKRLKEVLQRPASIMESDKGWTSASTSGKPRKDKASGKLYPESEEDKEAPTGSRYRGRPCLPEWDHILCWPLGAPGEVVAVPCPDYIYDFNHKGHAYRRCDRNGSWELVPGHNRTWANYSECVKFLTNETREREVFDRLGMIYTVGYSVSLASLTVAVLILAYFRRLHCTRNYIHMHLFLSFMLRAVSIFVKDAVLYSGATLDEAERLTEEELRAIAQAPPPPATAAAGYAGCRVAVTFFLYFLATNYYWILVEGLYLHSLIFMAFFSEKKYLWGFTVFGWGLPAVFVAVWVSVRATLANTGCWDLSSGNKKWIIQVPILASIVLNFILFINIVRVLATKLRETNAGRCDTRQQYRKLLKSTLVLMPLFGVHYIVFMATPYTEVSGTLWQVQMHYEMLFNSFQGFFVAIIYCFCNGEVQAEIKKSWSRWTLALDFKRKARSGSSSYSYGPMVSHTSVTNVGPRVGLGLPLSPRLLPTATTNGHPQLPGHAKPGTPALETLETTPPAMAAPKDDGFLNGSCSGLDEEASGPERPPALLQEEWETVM
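HEK-293-derived GP2 cells expressing PTHR1 and a GloSensor cAMP reporter, 3,000/well, plated overnight, given luciferin plus IBMX (each 0.5 mM as added) for 1 h at 37 °C, then compound for 1 h at 37 °C. Luminescence was read after 15 min at room temperature.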
GLP-1R agonist – GLP-1 receptor (human) agonism; P43220; HEK293 GLP-1R CRE-luciferase, luminescence, 4-6 h; cells express a hypersensitive GLP-1R form; Potency, µM (top dose mostly 45.6 µM), for the others: at the highest dose activation, usual class: activators; actives 0.007% (n = 380,000); AID 624172; note: potency is the fitted concentration of half-maximal effect; % of control where 0% means no effect
HEK293 tox – cytotoxic in the GLP-1 receptor inverse agonist counter-screen. HEK293 cAMP-luciferase reporter cells, luminescence, 24 h. Potency, µM (doses to about 38.3 µM), inactives show at the top dose activity change, negative = inhibition, actives largely listed as inhibitors. actives 0.13% (n = 410,000). AID 624418;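 note: loss of luciferase light is scored as toxicity; potency is the fitted concentration of half-maximal effect; % is set by controls: 0 for no effect and ±100 for the full control effect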
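To flag toxic compounds, the library was rerun on cells for 24 hr at 37 deg C and 5% CO2. Viability-linked luminescence was captured 12 min after adding luciferase detection reagent.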
* marks the source's active call; other numbers are inactive results; i = inactive; ? = inconclusive; · = not tested or not shown; [ ] = dose if it differs, or a comment. Unless noted, calls come from the whole dose curve; as a rule, active = well fitted curve in the direction sought with a large enough effect; inconclusive = small, poorly fitted or top-dose-only effect, or another doubt; inactive = no such curve, though single readings can be large; an effect the other way counts as inactive or inconclusive. The list is partial, so the mix of outcomes need not match the whole.

Structure	TDP43 rescue	aSyn yeast inh	KB-V1 MDR tox	DRD3 antagonist	D3 ag	GLP-1R inv ag	PTHR1 agonist	GLP-1R agonist	HEK293 tox
O=C(NCCc1ccccc1)C(=O)NCC(c1cccs1)S(=O)(=O)c1cccs1 (stereo not drawn)	1%	·	-15%	·	0	16%	i	·	-12%
COc1cccc(C2=NOC(C(=O)Nc3cccc(C(C)=O)c3)C2)c1 (stereo not drawn)	19%	6%	-19%	-30	-1	-1%	-21%	7%	-13%
O=C(CSc1ncnc2scc(-c3ccccc3)c12)Nc1ccc(C(=O)O)cc1	12%	-1%	-6%	11	0	115%[activator]	-40%[inhibitor]	4%	8%
O=[N+]([O-])c1cc(/C=N\Nc2ccccn2)ccc1Cl	?	4%	3%	-2	-5	1%	-55%[inhibitor]	4%	-4%
Cc1ccc(C2(C(F)(F)F)NC(=O)N3CCN=C3S2)cc1 (stereo not drawn)	-17%	0%	?	-18	-6	-6%	-3%[57.5 µM]	-5%	1%
Cc1cccc(NC(=O)c2ccccc2NC(=O)Cc2ccccc2)c1C	2%	-2%	?	-9	10	-23%	i	0%	?
COc1cccc(C=NNc2ccc([N+](=O)[O-])cn2)c1OC	-12%	-2%	4%	0	-13	18%	-3%	11%	7%
S=c1[nH]nc(CN2CCCCC2)n1Cc1ccccc1	-2%	-4%	?	-7	-3	?	-5%	2%	17%
CCN(CC)S(=O)(=O)c1ccc2nc(CCl)[nH]c2c1	-8%	-8%	-15%	-13	-4	9%	-21%	7%	2%
Cc1ccc(NC(=O)/C(C#N)=C/c2cc(C)n(-c3ccc(F)cc3)c2C)cc1C	4%	·	27%	·	6	7%	i	·	4%
Cc1cc(C)n(CCCNC(=O)c2ccc(C)o2)n1	5%	7%	8%	1	-3	18%	-15%	-3%	-7%
COC(=O)c1cc(C(=O)OCC(=O)c2ccc3c(c2)NC(=O)CO3)cc([N+](=O)[O-])c1	14%	-1%	5%	-21	-13	11%	-9%	-10%	8%
Cc1cccnc1NC1CCCCC1	-26%	-12%	12%	-11	-1	8%	-23%	6%	-3%
O=C(/C=C/c1ccccc1)N1CCN(C(=O)c2ccco2)CC1	-2%	1%	-23%	18	6	3%	?	7%	4%
O=C(Cn1cnc2c(nnn2Cc2ccc(F)cc2)c1=O)N1CCCCC1	12%	5%	?	0	1	9%	i	5%	-7%

(continued)
Structure	TDP43 rescue	aSyn yeast inh	KB-V1 MDR tox	DRD3 antagonist	D3 ag	GLP-1R inv ag	PTHR1 agonist	GLP-1R agonist	HEK293 tox
O=C(c1cc(Sc2cccc(Cl)c2)nc2ccccc12)N1CCN(c2ccccn2)CC1	-19%	16%	0%	111	1	?	i	13%	0%
COc1ccccc1-n1ccnc(SCC(=O)NC2CCCC2)c1=O	-10%	5%	3%	1	1	17%	-2%	10%	-11%
COc1cc(/C=N/NC(=O)C(=O)N2CCCCCC2)ccc1O	9%	-11%	4%	6	1	13%	-7%	1%	9%
Cc1cc(O)c(Sc2ncn[nH]2)cc1NS(=O)(=O)c1ccc(Cl)cc1	-6%	0%	-9%	-6	-14	-24%	-14%	2%	-22%
Cc1ccc(Cl)cc1N1CCN(S(=O)(=O)c2ccc3[nH]c4c(c3c2)CCCC4)CC1	12%	·	0%	·	-4	?	i	·	-23%
CC#CCN1c2ccccc2[C@]23C[C@@H](C(=O)OC)N(C(=O)c4ccc(Br)cc4)C2=NC(C(=O)OC)=C(C(=O)OC)[C@H]13	16%	-1%	-5%	-7	0	?	-9%	2%	-24%
O=C(CSc1nnc(Cc2ccccc2)n1Cc1ccco1)NC1CCCC1	-11%	1%	-17%	12	6	0%	i	6%	5%
CC(C)(C)Cc1c(C2CCCCC2)nc2ccc(Br)cn12	28µM*	2%	11%	21	7	?	-43%[inhibitor]	-4%	1%
Nc1nc(Nc2ccc(Cl)cc2)nc2ccccc12	-51%[inhibitor]	-42%[inhibitor]	18µM*	9	-3	?	-40%	0%	2%
OC(CNCc1ccc(F)cc1)(c1ccc(F)cc1)c1ccc(F)cc1	5%	·	?	-51*	2	?	-20%	-6%	-10%
Cn1c(N/N=C/c2cccs2)cc(=O)n(C)c1=O	-2%	5%	15%	-10	-3	27%	i	-1%	-17%
O=C(Nc1ccc2nc(SCC(=O)N3CCCc4ccccc43)sc2c1)c1ccc(Cl)cc1	-8%	·	·	·	-5	-14%	i	·	-22%
O=C(NC(CSCc1ccccc1)C(=O)N/N=C/c1ccc(O)cc1O)c1ccc([N+](=O)[O-])cc1 (stereo not drawn)	-3%	0%	-8%	20	50*	?	i	-12%	-37%
O=C(COC(=O)Cc1ccccc1F)NCc1ccc(Cl)cc1	-5%	9%	-17%	9	-4	7%	-12%	2%	0%
Cc1ccccc1C#N	?	10%	7%	5	2	0%	-10%	4%	2%

Later entries
Structure	TDP43 rescue	aSyn yeast inh	KB-V1 MDR tox	DRD3 antagonist	D3 ag	GLP-1R inv ag	PTHR1 agonist	GLP-1R agonist	HEK293 tox
Cn1c(=O)oc2cc(S(=O)(=O)Nc3ccccc3F)ccc21	1%	5%	11%	-5	2	2%	-26%	-1%	-5%
O=C(COc1ccc2c(C(F)(F)F)cc(=O)oc2c1)Nc1ccc(N2CCOCC2)cc1	29%	-5%	-4%	-3	-3	7%	i	-1%	4%
O=C(Nc1ccc(F)cc1)Nc1ccc(Cl)cn1	-11%	1%	?	-20	-3	2%	-17%	-11%	2%
C[C@H]1Cn2cnc(C(=O)NCC(=O)OC(C)(C)C)c2C(=O)N1	24%	5%	5%	4	3	11%	-15%	-4%	2%
COc1cc(/C=N/NC(N)=O)ccc1OC(=O)c1cccs1	24%	-14%	0%	3	6	54%[activator]	i	10%	-1%
O=C(NCCCn1ccnc1)/C(=C\c1cccnc1)NC(=O)c1ccccc1F	-6%	-5%	9%	-2	-4	-15%	i	-3%	4%
CCc1nc2ccc(C(=O)N3CCN(S(=O)(=O)CC)CC3)cn2c1N(CCC(C)C)CCN(C)C	11%	10%	-5%	-1	9	27%	-25%	0%	14%
COC(=O)[C@]1(CC(C)C)N[C@H](c2ccc(SC3CCCCC3)cc2)[C@@H]2C(=O)N(C)C(=O)[C@@H]21	-15%	0%	?	0	1	?	i	-2%	9%
CCn1nnc2cc(C(=O)Nc3cccc(C(F)(F)F)c3)ccc21	17%	·	21%	·	5	-27%	-33%[inhibitor]	·	-13%
CCN1CCN(Cc2c(O)ccc3c(=O)c(Oc4ccccc4C(C)C)c(C(F)(F)F)oc23)CC1	23%	·	2%	·	-5	-5%	-24%	·	0%
CCCn1c(C)cc(/C=C(\C#N)C(=O)OCC(=O)Nc2cc(OC)c(OC)c(OC)c2)c1C	5%	-3%	-7%	-19	2	36%[activator]	-9%	15%	-1%
Cc1c(C(=O)O)oc2ccc(S(=O)(=O)N(CC(C)C)CC(C)C)cc12	-7%	-1%	3%	41	12	?	?	-9%	-9%
COc1ccc(NC(=O)CNC(=O)C2CCCCC2)cc1OC	12%	0%	-8%	?	-4	23%	?	0%	40%[activator]
CCOc1cc(/C=C2/C(=N)N3C(=NC2=O)SN=C3S(C)(=O)=O)ccc1OC(=O)c1ccco1	-24%	-1%	3%	-6	0	9%	?	0%	27%
O=C(C1=C[C@H](c2ccc3c(c2)OCO3)C[C@H](OCc2ccc(CO)cc2)O1)N1CCN(Cc2ccc3c(c2)OCO3)CC1	7%	-2%	-3%	-22	-30	?	-9%	5%	2%

Four of the compounds above, with each value named:
CCn1nnc2cc(C(=O)Nc3cccc(C(F)(F)F)c3)ccc21
  TDP43 rescue: 17%
  aSyn yeast inh: ·
  KB-V1 MDR tox: 21%
  DRD3 antagonist: ·
  D3 ag: 5
  GLP-1R inv ag: -27%
  PTHR1 agonist: -33%[inhibitor]
  GLP-1R agonist: ·
  HEK293 tox: -13%
CCN1CCN(Cc2c(O)ccc3c(=O)c(Oc4ccccc4C(C)C)c(C(F)(F)F)oc23)CC1
  TDP43 rescue: 23%
  aSyn yeast inh: ·
  KB-V1 MDR tox: 2%
  DRD3 antagonist: ·
  D3 ag: -5
  GLP-1R inv ag: -5%
  PTHR1 agonist: -24%
  GLP-1R agonist: ·
  HEK293 tox: 0%
CCCn1c(C)cc(/C=C(\C#N)C(=O)OCC(=O)Nc2cc(OC)c(OC)c(OC)c2)c1C
  TDP43 rescue: 5%
  aSyn yeast inh: -3%
  KB-V1 MDR tox: -7%
  DRD3 antagonist: -19
  D3 ag: 2
  GLP-1R inv ag: 36%[activator]
  PTHR1 agonist: -9%
  GLP-1R agonist: 15%
  HEK293 tox: -1%
Cc1c(C(=O)O)oc2ccc(S(=O)(=O)N(CC(C)C)CC(C)C)cc12
  TDP43 rescue: -7%
  aSyn yeast inh: -1%
  KB-V1 MDR tox: 3%
  DRD3 antagonist: 41
  D3 ag: 12
  GLP-1R inv ag: ?
  PTHR1 agonist: ?
  GLP-1R agonist: -9%
  HEK293 tox: -9%

Following part:
Values run as follows: TDP43 rescue	aSyn yeast inh	KB-V1 MDR tox	DRD3 antagonist	D3 ag	GLP-1R inv ag	PTHR1 agonist	GLP-1R agonist	HEK293 tox
- O=C(CCc1nnc(CCCCc2ccccc2)o1)NCCCc1cccnc1
  7%	-2%	?	-19	2	12%	-22%	6%	5%
- CC(=O)Cc1ccccc1OC(=O)c1ccco1
  -14%	-13%	?	10	-4	0%	-3%[57.5 µM]	-5%	-12%
- Cc1ccc(S(=O)(=O)NC(C(=O)O)c2ccccc2)cc1 (stereo not drawn)
  9%[9.22 µM]	2%	13%	3	4	-2%[7.66 µM]	i	0%	-2%[7.66 µM]
- COc1cc(C(=O)NCC(=O)N2CCN(S(=O)(=O)c3cc(C)ccc3C)CC2)cc(OC)c1OC
  14%	5%	?	3	2	?	i	5%	?

Assay outcomes from PubChem BioAssay.
